A3G deaminase = inhibitors of human APOBEC3G DNA deaminase; actives 0.28% (n = 330,000); AID 493012; Q9HC16; recombinant A3G, ssDNA deamination FAM/TAMRA fluorescence; inhibition, % at 20 µM;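 active = inhibition of at least 40% at 20 µM, with no more than 30% in the related APOBEC3A deaminase screen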;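 also: plate controls were DMSO wells with A3G for no effect and wells lacking A3G enzyme for full effect; some compounds called inactive have numbers as strong as hits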
NR3A LBD binder = modulates the human NR3A ligand-binding domain | Tm shift relative to glycine control, % at 25 µM | NR3A LBD differential scanning fluorimetry, Tm shift; 0% = protein alone, 100% = glycine-bound protein | actives 2.5% (n = 340,000);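 active = melting temperature shift of at least 10% of the positive control shift, at one fixed dose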
APOBEC3A inh = human APOBEC3A DNA deaminase inhibition; recombinant A3A, FAM/TAMRA ssDNA deamination fluorescence; P31941; AID 493011; inhibition, % at 20 µM; actives 0.41% (n = 330,000);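 active = at least 40% inhibition at 20 µM here, with at most 30% in a related deaminase screen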;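 also: plate controls were A3A with DMSO for no effect and wells lacking A3A enzyme for full effect; some results filed as inactive read as strong as hits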
Target sequence (P31941 whole entry, looked up): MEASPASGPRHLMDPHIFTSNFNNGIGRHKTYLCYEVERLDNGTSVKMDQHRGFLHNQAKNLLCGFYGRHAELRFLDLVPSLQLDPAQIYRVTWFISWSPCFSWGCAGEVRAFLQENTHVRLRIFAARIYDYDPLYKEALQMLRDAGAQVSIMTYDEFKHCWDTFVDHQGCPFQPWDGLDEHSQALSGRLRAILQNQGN
Gli-Sufu block = antagonists of Gli-Sufu signaling; Sufu-KO-LIGHT fibroblasts, Gli luciferase reporter luminescence; inhibition, % at 5 µM; actives 0.74% (n = 340,000); AID 588413;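 active = inhibition above about 55%, limit read from the data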;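 also: 0% = DMSO-treated cells and 100% = wells with medium but no cells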
EBI2 antag = antagonists of human EBI2 receptor | P32249 | EBI2 beta-arrestin recruitment, luminescence, 7a,25-OHC stimulated | inhibition, % at 5 µM | actives 0.81% (n = 360,000); in the data active = inhibition above about 38%;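 also: enzyme fragment complementation signal reports receptor beta-arrestin coupling in cells; 0% = agonist plus DMSO wells and 100% = wells without agonist; some results beyond the cut were filed as inactive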
Target sequence (P32249 whole entry, looked up, the tested form may be a part): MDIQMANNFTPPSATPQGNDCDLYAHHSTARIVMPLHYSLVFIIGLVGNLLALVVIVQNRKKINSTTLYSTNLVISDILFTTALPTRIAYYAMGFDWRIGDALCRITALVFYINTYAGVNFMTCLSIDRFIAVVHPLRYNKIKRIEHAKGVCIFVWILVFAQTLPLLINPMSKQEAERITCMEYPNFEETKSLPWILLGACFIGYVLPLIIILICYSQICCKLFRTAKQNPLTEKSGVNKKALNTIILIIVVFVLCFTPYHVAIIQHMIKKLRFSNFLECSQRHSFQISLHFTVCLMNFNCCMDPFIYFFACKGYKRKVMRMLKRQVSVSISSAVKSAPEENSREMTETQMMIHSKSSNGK
CCR6 antagonist = CCR6 (human) receptor antagonism; inhibition, % at 20 µM; CHO-K1 CCR6 PathHunter beta-arrestin, luminescence, CCL20-stimulated; P51684; actives 0.49% (n = 340,000);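 active = compounds whose inhibition of the agonist-driven luminescence signal at 20 µM reaches about 50%, limit read from the data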;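 also: cells stimulated with CCL20 at 14 nM final; plate controls were DMSO with CCL20 for no effect and DMSO without agonist for full effect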
MPTP block = blocks calcium-induced mitochondrial swelling. isolated mouse mitochondria, Ca2+ swelling absorbance, 30 min. inhibition, % at 10 µM. actives 1.4% (n = 360,000). AID 602449;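 active = inhibition of 50% or more, scaled per plate between neutral and stimulator controls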;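 also: 0% = DMSO wells given calcium and 100% = 1 mM EGTA wells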
CXCR6 block = inhibitors of human CXCR6 receptor. O00574. CHO-K1 PathHunter CXCR6 beta-arrestin, luminescence. inhibition, % at 20 µM. actives 0.36% (n = 360,000). AID 602244; in the data active = inhibition above about 34%, passing the limit was not always enough;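 also: antagonist mode with CXCL16 agonist at 10 nM final; 0% = 10 nM CXCL16 with DMSO and 100% = unstimulated wells without agonist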
Target sequence (O00574 whole entry, looked up): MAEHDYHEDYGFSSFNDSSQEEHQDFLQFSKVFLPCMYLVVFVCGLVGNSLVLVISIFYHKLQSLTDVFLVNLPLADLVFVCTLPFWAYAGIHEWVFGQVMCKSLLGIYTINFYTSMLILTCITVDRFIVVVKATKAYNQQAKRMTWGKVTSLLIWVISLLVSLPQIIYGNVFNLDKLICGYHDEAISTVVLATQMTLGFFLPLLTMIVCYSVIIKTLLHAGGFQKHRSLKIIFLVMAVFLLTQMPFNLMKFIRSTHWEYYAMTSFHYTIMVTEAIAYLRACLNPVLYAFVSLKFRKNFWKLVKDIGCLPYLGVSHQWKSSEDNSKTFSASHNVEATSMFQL
* hit, by the source's call; · = not tested or not shown. Compounds were not picked by outcome. About 5.8% of those tested had a hit in this group.

SMILES	A3G deaminase	NR3A LBD binder	APOBEC3A inh	Gli-Sufu block	EBI2 antag	CCR6 antagonist	MPTP block	CXCR6 block
O=C(Nc1ccc(NC(=O)c2ccccc2Cl)nc1)c1ccncc1	-2	0	-1	-7	-11	4	1.9	-4
N#Cc1ccc(N2Cc3ccccc3C2=NC(=O)c2cccs2)cc1	-8	-10	-6	-30	0	4	2.9	4
CN(C)C(=O)CSc1nnc(-c2cccnc2)n1-c1ccccc1	-8	3	-2	-7	-1	-2	-2.2	-7
CC(C)c1ccccc1-n1c(SCC(=O)N2CCc3ccccc3C2)nc2ccccc2c1=O	-7	-1	-4	35	17	2	4.6	7
COc1cc(OC)cc(C(=O)NC(=S)NNC(=O)c2cnccn2)c1	-3	-9	0	3	-2	5	-0.4	0
O=C(CCN1C(=O)C2C3C=CC(C4CC34)C2C1=O)Oc1ccc(Br)cc1 (centres undefined)	0	0	1	-8	2	8	0.1	-7
CN(CC(=O)Nc1cccc(F)c1)C(=O)c1ccc(-c2ccc(Cl)cc2)o1	-4	-1	-2	5	14	-2	-0.1	4
Cc1nc2ccccc2c(=O)n1/N=C/c1cc(Br)ccc1O	-6	-21	-2	-30	-3	-6	-0.7	0
CCOc1ccc(S(=O)(=O)NCc2ccccn2)cc1NC(=O)c1ccccc1	-8	0	-2	9	5	9	-0.3	-4
COC(=O)c1c(NC(=O)CN2CCN(C(=O)c3ccco3)CC2)c2c(C)cccc2n1C	-7	-1	0	5	-6	-1	-2.1	-1
Cc1cc(-c2cccs2)nc(-n2cccc2)n1	0	-5	4	14	-6	-5	5.1	-2
Fc1ccc(CSc2nnc(-c3ccccn3)o2)cc1	-4	-2	-7	-68	-6	-7	-0.8	6
Cc1nc2sc3c(NCc4ccco4)ncnc3c2c2c1COC(C)(C)C2	0	2	-2	-3	23	-1	-5.1	1
O=C(CN(c1ccc(F)cc1)S(=O)(=O)c1ccc2c(c1)OCCO2)NCc1ccccc1	-6	-1	-3	1	-4	4	0.3	2
CCc1ccc(-n2c(=O)c3ccccc3n(CC(=O)NCc3ccco3)c2=O)cc1	-1	-3	1	2	-3	11	-0.8	0
CN(Cc1ccccc1)C(=O)c1ccc(NC(=O)Cc2cccc(NC(=O)C3CCN(C(=O)C4CCC4)CC3)c2)cc1	-4	-2	-6	-3	-4	-9	-0.4	-4
Cc1cc(NC(=O)COC(=O)c2oc3c(ccc4ccccc43)c2C)no1	-4	0	0	0	-9	-17	-0.8	-3
CCOC(=O)c1cc2c(C)n(-c3ccc(C)cc3)c(C)c2ccc1=O	-1	-1	2	-31	19	17	82*	13
CCn1c(C)[n+](Cc2ccccc2)c2ccc(C(=O)OC)cc21	15	2	53*	6	1	2	-4.2	8
CCCC(=O)Nc1ccc2oc(=O)ccc2c1	-6	1	3	-4	-4	9	-1.1	-8
CNC(=O)CN1C(=O)CSc2nc(C)cc(C)c21	0	0	5	-10	-7	-7	-1.2	-5
COC(=O)c1ccc(C)c(NC(=O)CCSc2ccc(C)cc2)c1	6	4	1	-5	19	8	0.7	-7
COc1ccc(OC)c(C(C)NC(=O)C23CC4CC(CC(C4)C2)C3)c1 (centres undefined)	-6	3	-3	8	11	15	0.8	-6
C=CCNCCCCOc1ccc(Br)cc1C	-6	2	0	7	-4	-4	71*	-18
O=C(O)c1ccc(/C=N/NC(=O)c2ccc(F)cc2)cc1	-5	-1	0	-22	-4	0	1.5	-1
COc1ccc(S(=O)(=O)N2CCOCC2)cc1NC(=O)CNC(=O)c1cccs1	-2	2	-3	-2	0	7	-2.3	1
COc1ccc(NC(=O)Nc2ccc(F)c(Cl)c2)cc1	-6	31*	-1	-32	11	-5	87*	-3
COc1ccccc1N1CCN(S(=O)(=O)CCNC(=O)c2ccc(OC(C)C)cc2)CC1	-4	1	-4	11	11	12	1.1	7
C=CC[C@H](CC(=O)NCCO)C(=O)NC[C@@H](OC(=O)[C@H](CC=C)CC(=O)OC(C)(C)C)c1ccccc1	1	-1	3	5	-12	6	-1.1	4
CC(=O)c1ccccc1OC(=O)c1c(F)cccc1F	-7	1	-4	41	-16	-6	0.0	-4
CCOc1ccc(NC(=O)CN(c2cc(C)cc(C)c2)S(=O)(=O)c2c(C)noc2C)cc1	-3	-3	2	3	-28	9	1.5	5
COc1ccccc1NC(=O)/C(=C/c1ccncc1)NC(=O)c1ccccc1	-7	-1	-4	-2	-10	12	-0.3	-7
CCOC(=O)c1sc(NNC(=O)c2ccc(F)cc2)nc1C	-6	1	-3	-6	-19	-2	0.4	2
O=C(O)CCCCCNS(=O)(=O)c1ccc2c(c1)OCCO2	-9	-3	2	-2	5	3	-2.9	3
c1ccc(-n2ncc3c(N4CCCC4)ncnc32)cc1	-4	-2	-4	-93	-2	5	-0.2	-4
O=C(CSc1ccc2nnc(CCNC(=O)c3ccccc3)n2n1)Nc1ccccc1	-6	0	-2	-7	-7	0	3.6	-8
CN(CC(=O)Nc1ccc(Cl)cc1)CC(=O)Nc1ccc(C(N)=O)cc1	-6	-9	3	14	-2	3	0.2	3
Cc1cc(C(F)(F)F)nn2cnnc12	-6	-2	-1	-6	-7	8	-0.7	-1
CC(=O)c1cc2c(=O)c3ccccc3oc2nc1C	32	0	-15	1	4	4	-1.3	2
Cc1ccc(NC(=O)C(=O)NCC2CCCN2S(=O)(=O)c2cccs2)cc1 (centres undefined)	-10	0	-4	2	1	11	-1.6	1

An excerpt of these results, field by field.
> CCOC(=O)c1sc(NNC(=O)c2ccc(F)cc2)nc1C
  A3G deaminase: -6
  NR3A LBD binder: 1
  APOBEC3A inh: -3
  Gli-Sufu block: -6
  EBI2 antag: -19
  CCR6 antagonist: -2
  MPTP block: 0.4
  CXCR6 block: 2

> O=C(O)CCCCCNS(=O)(=O)c1ccc2c(c1)OCCO2
  A3G deaminase: -9
  NR3A LBD binder: -3
  APOBEC3A inh: 2
  Gli-Sufu block: -2
  EBI2 antag: 5
  CCR6 antagonist: 3
  MPTP block: -2.9
  CXCR6 block: 3

> c1ccc(-n2ncc3c(N4CCCC4)ncnc32)cc1
  A3G deaminase: -4
  NR3A LBD binder: -2
  APOBEC3A inh: -4
  Gli-Sufu block: -93
  EBI2 antag: -2
  CCR6 antagonist: 5
  MPTP block: -0.2
  CXCR6 block: -4

The results go on:
SMILES	A3G deaminase	NR3A LBD binder	APOBEC3A inh	Gli-Sufu block	EBI2 antag	CCR6 antagonist	MPTP block	CXCR6 block
N#C/C(=C(/O)CSc1ncn[nH]1)c1nc2ccccc2[nH]1	-5	-2	0	-9	-7	-14	0.4	-4
O=C(N/N=C/c1ccc2c(c1)OCO2)c1cc(-c2ccncc2)nc2ccccc12	-2	-6	2	11	-12	13	2.7	-2
CC(C)C(C(=O)NCC1CCCO1)N(CC1CCCO1)C(=O)CNS(=O)(=O)c1ccccc1 (centres undefined)	-8	1	4	-15	-6	-3	-2.4	9
COc1ccc(OCC(=O)OC2CCCN(C)C2)cc1 (centres undefined)	-8	0	-2	0	-13	-12	0.1	-4
C=CC[C@]12C[C@@H](OC)C(=O)C=C1O[C@@H](c1ccc(OC)c(OC)c1)[C@H]2C	-10	0	-2	-1	-4	3	-2.5	3
Cc1cc(NC(=O)COC(=O)C2CC(=O)N(c3ccccc3)C2)no1 (centres undefined)	-4	-2	-2	20	-3	1	1.2	-7
COc1ccc(NC(=O)N2CCC(C(=O)c3ccc(F)cc3)CC2)cc1	-1	0	-3	5	53*	0	-2.2	0
CCCN(C(=O)C1CCCN(c2ncnc3c2nc2n3CCCCC2)C1)c1ccc(F)cc1 (centres undefined)	-1	1	-3	9	12	28	-1.7	4
O=C(Cc1coc2ccc3ccccc3c12)Nc1nnc(C2CC2)s1	-1	-9	2	-2	-3	-7	-1.0	-16
O=C1CCC(=O)N1CC(=O)N(c1ccccc1)c1ccccc1	-10	0	-1	-2	-1	-5	-0.5	-1
O=C1N/C(=N\N=C\c2ccc3ncccc3c2)SC1Cc1ccc(SC(F)F)cc1 (centres undefined)	-8	6	-5	-39	3	1	2.3	7
CN(C)C(=S)Nc1cccc(-c2n[nH]c(=S)o2)c1	4	0	-5	-2	-3	15	0.4	4
CC1(C)CC(=O)C=C(c2cccc(Cl)c2O)C1	-6	-1	-4	-1	-8	15	0.3	-7
N#C/C(=C\c1ccc[nH]1)C(=O)Nc1ccccc1[N+](=O)[O-]	21	-34	26	-29	-23	-5	4.2	-13
Cc1c(NC(=O)CN2CCCc3ccccc32)c(=O)n(-c2ccccc2)n1C	-10	-7	-3	-82	-2	-15	1.1	-10
CNC(=O)NC(=O)CSc1nc(-c2cccs2)c(C#N)c(=O)[nH]1	-7	0	-1	-5	-8	14	-0.1	-3
Cc1[nH]c2ccccc2c1C(=O)COC(=O)c1ccc2c(=O)n3c(nc2c1)CCC3	-6	-1	2	-8	-7	9	-3.4	-2
Cc1cc(C)c2cc(C(=O)Nc3ccc(C)c(F)c3)[nH]c2c1	·	4	·	48	7	27	3.1	-1
CN(CCOCCOc1ccc2ccccc2c1)Cc1ccccc1	0	2	2	2	5	2	1.2	-2
CCN1CCCC1CNC(=O)c1ccc2c(c1)NC(=O)/C(=C\c1ccc(C)cc1)S2 (centres undefined)	-4	-10	-2	19	-8	47	0.7	-9
CCOc1cc(C(=O)OC(C)C(=O)Nc2ccc(S(N)(=O)=O)cc2)ccc1OCC(=O)N1CCOCC1 (centres undefined)	-4	1	1	-14	3	3	-1.7	0
CC1(C)OC(=O)C(=CNc2cccc(O)c2)C(=O)O1	1	0	2	9	-4	2	0.9	-9
CCCCCNC(=O)CSC1=N/C(=C\c2ccc(Cl)c(Cl)c2)C(=O)N1CC	1	0	3	-7	8	9	8.8	6
Cc1cc(C)c2nc(N3CCC(C(=O)N4CCN(c5ncccn5)CC4)CC3)sc2c1	4	1	5	28	7	-8	-0.4	-1
O=C(Cn1nc(-c2ccco2)ccc1=O)Nc1ccc(Br)cc1	-6	1	-8	6	-1	10	0.0	-2
COc1ccc(C2CC(C(F)(F)F)n3nc(C(=O)O)c(Cl)c3N2)cc1OC (centres undefined)	5	1	-2	2	-8	15	1.3	-6
COc1ccc(/C=C2/SC(=O)N(CCC(=O)Nc3ccc(S(=O)(=O)Nc4nccs4)cc3)C2=O)cc1	-7	6	-2	-6	7	16	4.7	5
CCC(C)n1c(SCC(=O)NC2CCCC2)nc2ccccc2c1=O (centres undefined)	-9	3	-3	4	5	10	-0.1	-1
COc1cc(/C=N/NC(=O)CCn2c3ccccc3c3ccccc32)ccc1O	1	5	3	18	17	-1	3.3	-3
CC/C(C)=N/Nc1nc2c(c(=O)[nH]c(=O)n2C)n1Cc1ccccc1	-4	-3	-1	-5	-10	17	0.4	5
OC(COCc1ccccc1F)CN1CCCCC1 (centres undefined)	-5	0	-3	6	-10	-8	-0.2	-2
CCN(c1ccc(OC)cc1)S(=O)(=O)c1nnc(NC(=O)COc2ccccc2)s1	0	-2	-1	3	-2	2	-0.8	-6
CC12COC3(C(=O)NCCc4ccccc4)CC1CCC32C (centres undefined)	-5	-3	-3	-23	4	-1	0.7	2
C#CCCOC(=O)N1C2=NC(C(=O)OC)=C(C(=O)OC)[C@@H]3N(C)c4ccccc4[C@]23C[C@H]1C(=O)OC	-9	0	-2	3	1	13	-0.3	-8
Cc1ccc(C)c(NC2=NC3(CCCCC3)N=C(N)N2)c1	-8	-2	-3	0	8	5	-0.2	2
Cc1sc(NC(=O)/C=C/c2ccco2)c(C(=O)O)c1C	-1	0	15	-24	-6	5	0.1	9
CN(C)c1nc(N2CCOCC2)nc(N(c2ccccc2)c2ccccc2)n1	·	2	·	-7	-17	-3	0.6	8
COc1ccc(-c2[nH]nc3c2C2(C(=O)N(CC(=O)O)c4ccccc42)C(C#N)=C(N)O3)cc1OC (centres undefined)	-3	0	1	-6	-6	0	0.1	-4
O=[N+]([O-])c1cnccc1Nc1cccc(F)c1	2	1	2	8	-14	8	0.4	-7
COCCN(C(=O)c1sc2ccccc2c1Cl)c1c(N)n(CC(C)C)c(=O)[nH]c1=O	-1	1	-2	-8	-4	7	0.1	-5
COc1cc(NC(=O)OCc2ccccc2)c2ncccc2c1	·	-1	·	9	-2	17	0.1	-3
COC(C/C=C\[C@@H](O)[C@@H](C)OCc1ccccc1)OC	-12	1	-3	1	-11	-2	-0.6	-8

High-throughput results: PubChem, Sanford-Burnham Center for Chemical Genomics
